# ERK EGF block – blocks ERK signaling stimulated by EGF. HEK293-V1b, EGF-stimulated phospho-ERK AlphaScreen. Potency, µM (doses to about 11.5 µM), without a hit: at the top dose activity change, negative = inhibition, hits mostly inhibitors. hit rate 0.41% among 130,000; active = well fitted inhibition curve with a large enough effect; inconclusive = small, poorly fitted or top-dose-only effect, or effect the other way;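 also: plate controls were stimulated vehicle wells for no effect and unstimulated vehicle basal for full effect; nearly all actives have a fitted effect of over 55% in size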
#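 Stably V1b-transfected HEK293 cells; 30 min compound, then EGF 25 nM final for 5 min at 37C; 10 min lysis; phospho-ERK by AlphaScreen after 5 hr beads at room temperature.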
# * = called active by the depositor; u = inconclusive; [ ] = another dose, or the depositor's remark. Potency is read from the fitted curve at half-maximal effect. These rows are one share of the data; the hit share may differ from the screen's.
molecule,ERK EGF block
CCSc1nc2sc3c(c2c(=O)n1-c1ccc(OC)cc1)CCN(C)C3,8.3%[57.5 µM]
COc1ccccc1NC(=S)N(Cc1cccs1)C1CCCC1,2.7%
Cc1ccc(-c2cc3nc(-c4ccccc4)cc(N4CCOCC4)n3n2)cc1,13.9%
CCOC(=O)c1c(C)[nH]c(C)c1C(=O)COC(=O)/C=C/c1ccc(Cl)cc1,-5.0%
O=S1(=O)C[C@@H]2N=C(N/N=C/c3ccccc3)S[C@@H]2C1,3.5%[57.5 µM]
CCCCNC(=S)NNC(=O)c1nn(C)c(C)c1Cl,-1.2%
Cc1ccc(N2C(=O)CN(Cc3cccs3)C2=S)cc1C,-4.2%
CC1CCCCN1C(=O)Nc1cccc(C(F)(F)F)c1 (configuration not stated),-3.4%
CCCCC(CCC(=O)Nc1ccc(C(=O)OC)cc1)C(=O)O (configuration not stated),4.2%
CN1CCN(C(=O)c2nc3ccc(Cl)cc3[nH]2)CC1,-2.3%
CCn1nc(C)c(NC(=O)/C=C/c2ccc(OC)c(COc3ccc(Cl)cc3Br)c2)c1C,5.2%
CCN(CC)CC(=O)NN(Cc1ccccc1)c1ccccc1,-4.1%[57.5 µM]
Cc1ccc(NC(=O)CSCC(=O)NC2CCCCC2)cc1,9.0%
Cc1ccc(-c2n[nH]c3c2C(c2cccc(O)c2)N(c2ccc(C(=O)O)cc2)C3=O)cc1 (configuration not stated),6.4%[57.5 µM]
CC(C)CC(=O)NC1(C(F)(F)F)C(=O)N(CC(C)C)C2=C1C(=O)CC(C)(C)C2 (configuration not stated),4.7%

# The results go on.
molecule,ERK EGF block
CC1(C)Cc2ccccc2C(=NCCCCCC(=O)O)N1,-11.9%
COC(=O)C1=C(C)N(Cc2cccnc2)C(=O)/C1=C\c1sccc1C,-1.8%
O=C(Nc1ccc(-c2ccccc2)cc1)c1ccco1,-5.3%
Cc1nc(SCC(=O)Nc2nc3ccccc3s2)c(C#N)c(C)c1C,4.2%
Cc1ccc(C(O)CN2C3=NCCCN3c3ccccc32)cc1 (configuration not stated),-4.3%
COc1cccc(/C=N/c2sc(Cc3ccccc3)c(C)c2C(N)=O)c1O,0.9%
CSc1nnc(C)c(=O)n1COC(=O)c1ccc(S(=O)(=O)N(C)C)cc1,-10.8%
C=CCn1c(C)cc(C(=O)COC(=O)c2ccc3c(c2)NC(=O)CS3)c1C,u
O=[N+]([O-])c1cc(Cl)c(O)c2ncccc12,-8.0%
COc1ccc(C2NC3=C(CCC3)C3(C#N)C(OC)(OC)N=C(N)C23C#N)cc1 (configuration not stated),3.8%[57.5 µM]
COC(=O)c1cnc2c(c(C)nn2C)c1OC,14.6%[57.5 µM]
O=C(CCCN1C(=O)c2cccc3cccc(c23)C1=O)NCc1ccco1,-2.5%
COc1c(F)c(F)c(C(=O)O)c(Nc2ccc(C)cc2C)c1F,-1.5%
Cc1ccc(-n2nc(C(=O)O)c(O)cc2=O)cc1,0.5%
CCCCNS(=O)(=O)c1ccc2nc(-c3cccnc3)cc(C(=O)NC(C)C)c2c1,-1.5%

# More compounds follow.
molecule,ERK EGF block
CCCc1nc(NC(=O)c2ccccc2)nc(NC(=O)c2ccccc2)n1,10.8%[57.5 µM]
O=C(c1ccco1)N1CCN(CCCCOc2cccc3ccccc23)CC1,1.3%
S=c1[nH]cnc2scc(-c3ccc(Br)cc3)c12,-1.1%[57.5 µM]
CC(Sc1cccc[n+]1[O-])C(=O)Nc1ccc(Oc2ccccc2)cc1 (configuration not stated),-7.3%
Cc1ccc(/C=C(\NC(=O)c2ccccc2)C(=O)N2CCCC2C(=O)O)cc1 (configuration not stated),-5.4%
CC(C)NC(=O)NC(=O)COC(=O)c1ccc(F)cc1F,1.7%
CCN(CC)S(=O)(=O)c1cccc(-c2n[nH]c(=S)n2/N=C/c2ccc(OC)cc2)c1,1.5%
Cn1c(=O)c2c(O)c([N+](=O)[O-])c(=O)n(C)c2n(C)c1=O,8.9%[57.5 µM]
CN1CCN(c2ccccc2NC(=O)c2ccc(-c3cccc([N+](=O)[O-])c3)o2)CC1,u
CCN(CC)S(=O)(=O)c1ccc(/C=C/C(=O)OCC(=O)N(C(C)C)C(C)C)cc1,1.0%
Oc1cccc(CN2CCCCC2)c1,7.8%
O=C(NCc1cccnc1)c1ccc(-c2ccccc2[N+](=O)[O-])o1,-6.3%
O=C1OCCN1CCNCc1cn(-c2ccc(F)cc2)nc1-c1ccccc1Cl,-4.1%
Cc1[nH]c(=O)[nH]c(=O)c1NS(=O)(=O)c1ccccc1,6.1%
CCC(=O)N1CCc2cc(S(=O)(=O)NC(Cc3ccccc3)C(=O)NC3CCCCC3)ccc21 (configuration not stated),-4.8%

# (more compounds)
molecule,ERK EGF block
Cc1nc(-c2ccccc2)sc1C1(C)CC(c2ccc([N+](=O)[O-])cc2)=NO1 (configuration not stated),4.8%[57.5 µM]
Cc1ccc(N2CC(=O)N(NC(=O)c3sc4nc(C)cc(C)c4c3N)CC2=O)cc1,14.7%[57.5 µM]
COC(=O)c1c(NC(=O)COC(=O)CNC(=O)C2CCCCC2)sc(C)c1C,-0.8%
Cn1c(N/N=C\c2cccc(O)c2)cc(=O)n(C)c1=O,11.2%
O=C(Nc1nnc(CCS(=O)(=O)c2ccc3ccccc3c2)s1)c1cccs1,3.2%
Cc1ccc(C)c(CSc2nc(-c3ccco3)nc3c2c(=O)n(C)c(=O)n3C)c1,-16.9%[57.5 µM]
O=C(Nc1ccncc1)c1sc2ccccc2c1Cl,11.3%
COc1ccc(Nc2nc(NC(C)(C)C)nc(N3CCOCC3)n2)c(OC)c1,u
COc1nn(CC(=O)N2N=C(C)CC2(O)C(F)F)cc1[N+](=O)[O-] (configuration not stated),-9.0%
COc1cc(Cl)c(C)cc1NC(=O)c1ccc(S(C)(=O)=O)cc1,1.1%
Cc1ccc(-c2nnn(CC(=O)N(CC3CCCO3)C(C(=O)NC3CCCC3)c3ccc(O)cc3)n2)o1 (configuration not stated),0.7%
COC(=O)C(C)Sc1nc(NCc2ccccc2)nc(N(C)C)n1 (configuration not stated),-5.1%
NS(=O)(=O)c1ccc(NC(=O)COC(=O)c2cc([N+](=O)[O-])ccc2Cl)cc1,-2.4%[57.5 µM]
CCN(CC(=O)Nc1cccc(OC)c1)c1ncnc2sc(C)c(C)c12,1.2%
CN(CCC#N)C(=O)COC(=O)c1ccc2c(=O)n3c(nc2c1)CCC3,38.8%

# Further entries
molecule,ERK EGF block
CCOc1ncccc1C(=O)N1CCN(S(=O)(=O)c2ccc(Br)cc2Cl)CC1,-3.5%
O=C1C=C(N2CCCCCC2)C2(CCCCC2)O1,5.9%
Cc1nc(NC(=O)CSc2nnc(N)s2)c(Cl)cc1Cl,0.2%
Cc1ccc(C)c2c1cc(C)c1nnc(SCC(=O)Nc3nc4c(s3)CCCC4)n12,5.6%
CC(C)N1C(=O)N(c2ccccc2)C(C)(O)CC1(C)C (configuration not stated),-6.1%
Cc1noc(NS(=O)(=O)c2ccc(NC(=O)C(CC(C)C)N3C(=O)c4ccccc4C3=O)cc2)c1C (configuration not stated),4.8%[57.5 µM]
CSc1ccccc1NC(=O)CN(c1ccccc1Br)S(C)(=O)=O,6.9%
COc1ccc(NC(=S)N/N=C/c2cccn2Cc2ccc(F)cc2Cl)cc1,-6.7%
CCC1Oc2ccc(C)cc2N(CC(=O)N(Cc2ccncc2)Cc2ccco2)C1=O (configuration not stated),9.6%
O=C(NCCCn1ccnc1)/C(=C\c1cccnc1)NC(=O)c1ccccc1Br,-6.1%
C=CCNC(=S)Nc1ccc(OC)c(S(=O)(=O)N2CCOCC2)c1,3.5%
O=C(CSc1nncn1-c1cccnc1)N(c1ccccc1)c1ccccc1,8.2%
O=C(NCCn1cc(SCc2ccccc2)c2ccccc21)c1ccccc1F,-4.7%
COC(=O)c1ccc(NC(=O)C23CCC(C)(C(=O)O2)C3(C)C)cc1 (configuration not stated),-4.6%[57.5 µM]
Cc1cnn2c(C3CC3)ccnc12,-9.7%
O=C(O)c1cc([N+](=O)[O-])cc2c1nnn2O,u
CN(O)/C=N/C(=S)Nc1ccc(Cl)cc1Cl,9.0%

# Of the compounds above, these have a halogen:
molecule,ERK EGF block
CCOC(=O)c1c(C)[nH]c(C)c1C(=O)COC(=O)/C=C/c1ccc(Cl)cc1,-5.0%
CCCCNC(=S)NNC(=O)c1nn(C)c(C)c1Cl,-1.2%
CC1CCCCN1C(=O)Nc1cccc(C(F)(F)F)c1 (configuration not stated),-3.4%
CN1CCN(C(=O)c2nc3ccc(Cl)cc3[nH]2)CC1,-2.3%
CCn1nc(C)c(NC(=O)/C=C/c2ccc(OC)c(COc3ccc(Cl)cc3Br)c2)c1C,5.2%
CC(C)CC(=O)NC1(C(F)(F)F)C(=O)N(CC(C)C)C2=C1C(=O)CC(C)(C)C2 (configuration not stated),4.7%
O=[N+]([O-])c1cc(Cl)c(O)c2ncccc12,-8.0%
COc1c(F)c(F)c(C(=O)O)c(Nc2ccc(C)cc2C)c1F,-1.5%
S=c1[nH]cnc2scc(-c3ccc(Br)cc3)c12,-1.1%[57.5 µM]
CC(C)NC(=O)NC(=O)COC(=O)c1ccc(F)cc1F,1.7%
O=C1OCCN1CCNCc1cn(-c2ccc(F)cc2)nc1-c1ccccc1Cl,-4.1%
O=C(Nc1ccncc1)c1sc2ccccc2c1Cl,11.3%
COc1nn(CC(=O)N2N=C(C)CC2(O)C(F)F)cc1[N+](=O)[O-] (configuration not stated),-9.0%
COc1cc(Cl)c(C)cc1NC(=O)c1ccc(S(C)(=O)=O)cc1,1.1%
NS(=O)(=O)c1ccc(NC(=O)COC(=O)c2cc([N+](=O)[O-])ccc2Cl)cc1,-2.4%[57.5 µM]
CCOc1ncccc1C(=O)N1CCN(S(=O)(=O)c2ccc(Br)cc2Cl)CC1,-3.5%
Cc1nc(NC(=O)CSc2nnc(N)s2)c(Cl)cc1Cl,0.2%
CSc1ccccc1NC(=O)CN(c1ccccc1Br)S(C)(=O)=O,6.9%
COc1ccc(NC(=S)N/N=C/c2cccn2Cc2ccc(F)cc2Cl)cc1,-6.7%
O=C(NCCCn1ccnc1)/C(=C\c1cccnc1)NC(=O)c1ccccc1Br,-6.1%
O=C(NCCn1cc(SCc2ccccc2)c2ccccc21)c1ccccc1F,-4.7%
CN(O)/C=N/C(=S)Nc1ccc(Cl)cc1Cl,9.0%

# Source: PubChem BioAssay
